# Compound activity deposited in PubChem by several laboratories.
# H69AR growth 86K: proliferation blockers of H69AR lung cancer cells, primary screen, cell-based, human, 86K library; H69AR lung tumor viability, ATP luminescence, 72 h; stronger effect = lower value; viability, % at 10 µM; hit rate 6% among 85,000;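 active = viability at or below 40%; inactive = viability above 40%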;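 also: multidrug resistant small cell line overexpressing MRP-1 efflux transporter; 100% = mean luminescence of untreated control wells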
# Lung fibro prol: antiproliferative effect on LL 47 fibroblasts – human, LL 47 cells, CellTiter-Glo luminescence, primary screen; LL 47 human lung fibroblast viability, ATP luminescence; stronger effect = lower value; viability, % at 10 µM; hit rate 1.1% among 85,000;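 active = viability at or below 50% in the single dose screen; inactive = viability above 50%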;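 also: compound exposure lasted 72 h before the ATP readout; 100% = median luminescence of untreated cell-only wells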
#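 Material: human LL 47 lung fibroblast cells; quantity: 1,150 cells/well; medium: IMEM plus 15% FBS; doses: 0.1% DMSO in all compound wells; timing: overnight attachment after seeding, then 72 h compound exposure at 37 °C; detection: CellTiter-Glo luminescence; measure: % viability of median cell-only signal; controls: cell-only wells, no compound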
# ERa SRC1 pot: enhancers of ERα–SRC-1 coactivator binding, primary screen, biochemical, TR-FRET, ERα LBD, low estradiol; TR-FRET ERalpha-LBD/SRC-Cy5 coactivator binding, 2 h; 100 = basal binding, no effect; coactivator binding (% of control), % at 25.6 µM; hit rate 1.3% among 86,000; in the data active = activity above about 200%;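 also: binding measured in presence of low estradiol as agonist stimulus; 0% = peptide alone without receptor and 100% = receptor with peptide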
# CYP2C19 act: human CYP2C19 activators, primary screen, biochemical, luminescence | Cytochrome P450 2C19 (Homo sapiens), P33261 | activation factor at 5 µM | 96,000 tested, under 10 active | recombinant CYP2C19, luciferin-H EGE luminescence; stronger effect = higher value; 0 = fully inhibited enzyme, 1 = untreated enzyme;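 active = activation factor of at least 2 at 5 µM in the primary screen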;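 also: 0 = wells with 2.5 mM tranylcypromine and 1 = vehicle-only wells; values of inactives mirror those of a sister screen read the other way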
# ERa coact inh: ERα–SRC-1 coactivator interaction inhibitors, primary screen, biochemical, TR-FRET, ERα LBD, estradiol-bound | Estrogen receptor (Homo sapiens), P03372 | TR-FRET ER-alpha LBD / SRC-1 peptide | inhibition, % at 25.6 µM | hit rate 1.7% among 86,000 | AID 629, 2007; in the data active = inhibition above about 50%;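 also: 0% = receptor plus peptide control and 100% = peptide only without receptor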
# CD11b adhes inh: inhibitors of CD11b/CD18 adhesion to fibrinogen, primary screen, K562 cells, luminescence; Integrin beta-2 (Homo sapiens) + Integrin alpha-M (Homo sapiens), P05107+P11215; ATPlite luminescence; Mn2+ added to activate the integrin; inhibition, % at 10 µM; hit rate 0.54% among 93,000;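 active = primary inhibition of 50% or more at 10 µM, then 40% or more on retest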; also: some results filed as inactive read as strong as hits
# Target sequence (P05107 whole entry, looked up, other chains not shown): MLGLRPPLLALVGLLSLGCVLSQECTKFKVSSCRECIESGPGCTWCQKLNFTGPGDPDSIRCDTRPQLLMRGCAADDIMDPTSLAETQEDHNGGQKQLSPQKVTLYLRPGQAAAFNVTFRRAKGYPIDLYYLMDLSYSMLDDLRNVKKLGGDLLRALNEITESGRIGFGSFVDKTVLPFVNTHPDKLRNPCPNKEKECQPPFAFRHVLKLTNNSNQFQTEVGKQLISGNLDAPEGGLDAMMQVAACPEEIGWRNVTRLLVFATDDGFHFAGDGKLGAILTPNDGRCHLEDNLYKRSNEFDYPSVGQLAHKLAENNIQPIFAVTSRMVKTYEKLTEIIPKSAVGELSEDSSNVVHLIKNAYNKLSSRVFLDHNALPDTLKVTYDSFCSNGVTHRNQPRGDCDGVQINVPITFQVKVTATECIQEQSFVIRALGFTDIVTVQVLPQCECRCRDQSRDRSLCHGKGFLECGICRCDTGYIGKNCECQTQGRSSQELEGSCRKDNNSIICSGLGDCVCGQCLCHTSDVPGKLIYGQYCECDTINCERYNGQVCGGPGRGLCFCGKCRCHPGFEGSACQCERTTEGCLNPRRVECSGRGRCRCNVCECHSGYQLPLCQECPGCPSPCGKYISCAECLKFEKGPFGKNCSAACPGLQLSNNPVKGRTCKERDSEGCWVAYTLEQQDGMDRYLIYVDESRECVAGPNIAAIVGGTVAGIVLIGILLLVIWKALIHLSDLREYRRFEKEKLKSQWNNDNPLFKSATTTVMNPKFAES
# HUVEC prolif 384: inhibitors of HUVEC proliferation, primary screen, cell-based, 384-well; CellTiter-Glo luminescence, 72 h; stronger effect = lower value; hit rate 1.1% among 86,000; viability, % at 10 µM (by protocol);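 active = viability at or below 30%; inactive = viability above 30%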;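 also: 100% = median luminescence of DMSO-only cell control wells on each plate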
# CYP2C19 inh: blockers of cytochrome P450 2C19 activity – biochemical, luminescence, ADME assay, primary screen; P33261; CYP2C19 Supersomes, luciferin-H EGE luminescence, 30 min; inhibition, % at 5 µM; hit rate 21% among 96,000; AID 778, 2007;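 active = CYP2C19 inhibition above a set limit at 5 µM in the primary screen, cut at about 50% in these data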;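 also: plate controls were negative control wells for no effect and 2.5 mM tranylcypromine positive control for full effect; values of inactives mirror those of a sister screen read the other way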
# Mac1 fbg enh: enhancers of CD11b/CD18 adhesion to fibrinogen, primary screen, K562 cells, luminescence; Integrin beta-2 (Homo sapiens) + Integrin alpha-M (Homo sapiens), P05107+P11215; ATPlite luminescence; activation, % at 10 µM; hit rate 0.07% among 93,000;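 active = 10 µM primary screen giving 50% or more activity, confirmed by 40% or more on retest at that dose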; also: strong numbers were not always called active
# Active calls of the source: *; nt = no result given; [ ] = dose if it differs, or a comment.
SMILES	CYP2C19 act	HUVEC prolif 384	CD11b adhes inh	Lung fibro prol	Mac1 fbg enh	CYP2C19 inh	ERa SRC1 pot	ERa coact inh	H69AR growth 86K
COc1ccc(/C=N/N=C/c2ccc(OC)c(OC)c2)cc1OC	1.1	nt	-16	nt	1	-10	nt	nt	nt
COc1ccccc1OCc1ccc(C(=O)N2CCN3CCCC3C2)cc1 (stereo not drawn)	0.8	92	-16	108	-4	21	102[fluorescence artefact?]	-1	89
Cc1cccc2cc(CN(Cc3nnnn3Cc3ccco3)C3CCCC3)c3nnnn3c12	0.1	80	-33	96	-1	92*	112	-3	53
CN(Cc1ccccc1)S(=O)(=O)c1ccc2c(c1)n(C)c(=O)n2C	0.3	87	-27	98	-2	65*	96	-5	67
CC(C)CCn1c(NCCc2ccccc2)nc2c1c(=O)n(C)c(=O)n2C	nt	79	nt	90	nt	nt	92	0	74
CCN(CC)C(=O)C1=C(C)NC(=O)NC1c1ccccc1F (stereo not drawn)	1.1	97	-4	105	-2	-12	118	-2	89
CCCC(C(=O)NC1CCCCC1)N(CC1CCCO1)C(=O)CNS(=O)(=O)c1ccc(F)cc1 (stereo not drawn)	0.9	97	9	nt	1	14	115	-4	83
Cc1cc(C)c(C#N)c(OCC(=O)c2ccccc2)n1	0.7	91	2	99	-1	34	108	-1	75
Oc1ccc(Br)cc1CN1CCCCCCC1	0.4	103	3	94	-4	57*	101[fluorescence artefact?]	-7	93
O=Cc1cccn1Cc1ccc(Cl)cc1Cl	0.9	95	-11	95	-1	11	105	1[fluorescence artefact?]	103
CCCCOC(=O)c1ccc(NC(=O)c2cc(Cl)ccc2OC)cc1	0.8	nt	-4	nt	3	23	nt	nt	nt
COc1ccc(S(=O)(=O)N2CCCN(S(=O)(=O)c3ccc(OC)c(C)c3)CC2)cc1C	nt	66	nt	94	nt	nt	96	-4	33*
Cc1ccc2cc(C#N)c(NCCCNC(=O)C3CCCO3)nc2c1 (stereo not drawn)	0.8	nt	-11	nt	-3	22	nt	nt	nt
CCCc1noc2c1/C(=N\O)CC(c1ccccc1)C2 (stereo not drawn)	nt	116	nt	103	nt	nt	110	7	89
OC(c1ccc(Cl)cc1)c1nnc(-c2ccccc2)o1 (stereo not drawn)	0	115	3	98	-5	100*	93	0	91
COc1cc(NC(=O)C2CCCN(S(=O)(=O)c3cccc4nsnc34)C2)cc(OC)c1 (stereo not drawn)	0.7	nt	6	nt	-7	29	nt	nt	nt
COc1ccc(C(=O)Nc2ccc(F)cc2F)cc1	0.9	96	5	100	0	12	106	0	94
O=C(COc1ccc(Cl)cc1Cl)NNC(=S)Nc1ccc(F)cc1	0.5	nt	10	nt	-3	46	nt	nt	nt
COc1ccc(-c2csc(NCc3ccco3)n2)cc1	0.8	86	13	90	-2	24	97	-37	87
CCN(CC)CCNC(=O)C1CCN(S(=O)(=O)N2CCCCC2)CC1	0.9	96	2	101	-3	10	100	-3	99
O=C(Nc1ccccc1C(=O)NCc1ccccc1)c1ccccc1	0.8	nt	-13	nt	-3	16	nt	nt	nt
CCCCC(=O)N(CCOC)c1nnc(-c2ccc(OC)cc2)s1	0.8	103	-10	95	-3	16	165[fluorescence artefact?]	-14[fluorescence artefact?]	86
CCCC(C)C(=O)Nc1nnc(C)s1 (stereo not drawn)	1	100	-10	92	0	-1	85	-13	100
CCN(CC)CCNC(=O)c1ccc2c(=O)n(C3CCCC3)c(=S)[nH]c2c1	0.9	52	0	88	-4	6	93	1	58
CCCCCN(C(=O)NC(=O)Nc1nncs1)S(C)(=O)=O	0.9	103	17	97	-3	7	103	-5	99
CCCOc1nc(N)c(C#N)c(-c2ccccc2F)c1C#N	0.6	104	-8	88	1	38	88	15	55
Cc1[nH]c2ccccc2c1CCO	0.9	101	-4	94	-1	12	116	1	nt
COc1ccc(-c2nnnn2C)cc1S(=O)(=O)NCCc1ccccc1	nt	101	nt	100	nt	nt	147	1	99
CS(=O)(=O)c1ccc2nc(NC(NC(=O)c3ccco3)(C(F)(F)F)C(F)(F)F)sc2c1	0.5	94	29	100	-2	50*	108	-4	82
COc1ccccc1OCCC(=O)OCC(=O)NC(=O)NC(C)(C)C	0.9	91	-5	102	3	14	97[fluorescence artefact?]	2	87
CCOc1ccc(NC(=O)N(CCN(C)C)C(C)c2ccncc2)cc1 (stereo not drawn)	0.8	97	-15	100	-1	19	113	-5	95
CCCCCc1cc(O)c2c(C)cc(=O)oc2c1	0.3	47	43	84	-7	70*	106	11[fluorescence artefact?]	42
O=C(NCc1cccnc1)C1CC(=O)N(CCc2ccccc2)C1 (stereo not drawn)	0.2	103	-13	105	0	80*	90	14	99
N#CCc1c(C#N)c(N)nc(N2CCN(Cc3ccc4c(c3)OCO4)CC2)c1C#N	1	nt	12	nt	-2	0	nt	nt	nt
C1CCc2c(nnc3c2-c2nonc2CC3)C1	0.9	108	-12	105	2	6	104	-5	101
CCCn1c2c(c(O)c(C(=O)Nc3nc(C)cs3)c1=O)CCCC2	1	109	1	105	0	0	118[fluorescence artefact?]	-5[fluorescence artefact?]	90
Cc1ccnc(NS(=O)(=O)c2ccc(NC(=O)C3CCCO3)cc2)n1 (stereo not drawn)	1	93	-18	100	-1	0	113[fluorescence artefact?]	-6	95
COc1cc2c(cc1OC)CN(C(=O)CSc1nc(N)c(C#N)cc1C#N)CC2	1.1	91	-10	99	2	-8	103	4	82
Cc1ccc(CNC(=O)CCOc2ccc(C(C)(C)C)cc2)cc1	0.7	nt	4	nt	-2	26	nt	nt	nt
CCc1c(C)nc(N)n2c(SCC(=O)N3CCN(c4ccccc4OC)CC3)nnc12	0.7	104	7	92	0	32	109	-5	97
CC1=[N+]([O-])C(N2CCOCC2)C(O)(c2ccccc2)C1 (stereo not drawn)	1	90	-8	100	-2	3	100	-15	92
N#Cc1ccc(-c2ccc(F)cc2)nc1Oc1ccc(Cl)c(Cl)c1	1.1	nt	0	nt	6	-14	nt	nt	nt
CC(C)NS(=O)(=O)c1ccc(OCC(=O)Nc2ccc3c(c2)OCCO3)cc1	0.7	95	0	103	6	29	107	-6	91
CCCCNS(=O)(=O)c1ccc(S(=O)(=O)n2cnc3ccccc32)cc1	nt	90	nt	107	nt	nt	96	-2	89
COc1ccccc1OCC(=O)N(Cc1nc(-c2ccc(Cl)cc2)no1)C(C)C	0.2	99	5	90	7	78*	106	-5	98
COC(=O)C(Cc1cnc[nH]1)NC(=O)C1CCC(=O)N1 (stereo not drawn)	1	96	11	104	-1	-1	112	5[fluorescence artefact?]	95
CCOc1nc(-c2ccc(C)cc2)ccc1-c1noc(COC)n1	0.8	95	-22	79	5	23	139	3[fluorescence artefact?]	77
Cc1ccc(NS(=O)(=O)c2c(C)[nH]c(=O)[nH]c2=O)cc1C	1	95	5	98	-6	2	98	-9	112
O=C(O)CN1C(=O)CSc2ccccc21	1	103	-7	nt	2	-1	114[fluorescence artefact?]	-4	103
FC(F)(F)c1cccc(N2Cc3ccccc3C2)c1	0.9	87	nt	100	nt	14	71	-2[fluorescence artefact?]	98
Cc1ccc(C(=O)Nc2ccccc2N2CCN(C(=O)C(C)C)CC2)cc1	0.8	94	-8	104	4	23	122	-4	81
Cc1nc2ccccc2c(=O)n1/N=C/c1ccncc1	0.2	103	-1	100	4	76*	88	19	88
O=C(CSCc1ccc(Cl)cc1)Nc1cccc(C(=O)Nc2ccccc2C(=O)O)c1	0.7	nt	7	nt	0	34	nt	nt	nt
CCOc1ccc(-n2nnc3c(=O)n(CC(=O)c4ccccc4)cnc32)cc1	1	104	-7	101	-2	2	118	6	97
COC(=O)c1ccc(NC(=O)c2ccccc2N(C)S(=O)(=O)c2ccccc2)cc1	0.9	nt	2	nt	2	6	nt	nt	nt
CC1=C(C)/C(=N\OC(=O)/C=C/c2ccccc2)C=CC1=O	1	nt	9	nt	-2	-2	nt	nt	nt
Cc1sc(NC(=O)CSc2nnc(COc3ccccc3)n2C)c(C#N)c1C	0.9	60	nt	92	nt	10	131[fluorescence artefact?]	1	53
COc1cc(-c2nc3cnccn3c2Nc2ccccc2)ccc1O	0.6	83	6	83	1	42	115	-12	54
NC(=O)c1ccc(N2CCCCC2)c(N2C(=O)CCC2=O)c1	1.1	100	-10	96	-1	-6	90	0	96
CCOC(=O)c1cnc2ccccc2c1NCCc1ccc(OC)c(OC)c1	0.3	nt	2	nt	-7	75*	nt	nt	nt

# Later entries
SMILES	CYP2C19 act	HUVEC prolif 384	CD11b adhes inh	Lung fibro prol	Mac1 fbg enh	CYP2C19 inh	ERa SRC1 pot	ERa coact inh	H69AR growth 86K
Cc1cc(NC(=O)COC(=O)C2CCN(S(=O)(=O)c3cccc(Cl)c3Cl)CC2)no1	0.9	95	6	110	-3	14	90	5	83
CCOc1ccc(NCC(=O)Nc2ccc(C)cc2C)cc1	0.9	73	-1	92	-3	11	102[fluorescence artefact?]	-12[fluorescence artefact?]	75
COc1ccc2oc(C(F)(F)C(F)F)cc(=O)c2c1	0.5	94	-8	95	6	54*	116	0	95
Cc1ccc(-c2cnc(N)n2C)cc1C	0.7	87	16	98	4	33	87[fluorescence artefact?]	-37	98
O=S(=O)(c1ccc(OCC(O)CN2CCc3ccccc3C2)cc1)N1CCOCC1 (stereo not drawn)	1	87	-11	90	2	-3	110[fluorescence artefact?]	2	82
CCOC(=O)c1oc2ccccc2c1NC(=O)c1cccc(OC)c1OC	0.3	63	11	89	-2	67*	92	-5	30*
Cc1onc(-c2ccccc2)c1C(=O)N1CCN(C/C=C/c2ccccc2)CC1	1	95	-3	87	0	5	111	2	69
Cc1ccc(C)c(C(C)NC(=O)C2C3CCC(O3)C2C(=O)O)c1 (stereo not drawn)	0.9	29*	-24	105	0	5	109	0[fluorescence artefact?]	23*
CCc1ccc2[nH]cc(C(=O)OCCOC)c(=O)c2c1	0.9	87	25	101	-4	6	95	-6	96
CC(C)Cn1c(N)c(S(=O)(=O)c2cccs2)c2nc3ccccc3nc21	0.8	92	-5	89	4	20	91	4	51
COc1ccc(-c2noc(CCCC(=O)NCCc3ccccc3)n2)cc1OC	0.5	96	nt	102	nt	47	113	-1	80
COCCSc1ccccc1C(=O)NCc1ccc2c(c1)OCO2	0.5	88	nt	108	nt	48	90	-4	85
COc1ccc(N(CC(=O)NC2CCCC2)S(=O)(=O)c2c(C)[nH]c(=O)[nH]c2=O)cc1	0.9	107	0	109	0	5	103	3[fluorescence artefact?]	99
CN(C(=O)Nc1ccc(S(=O)(=O)N(C)C)cc1)C1CCCCC1	1.1	nt	23	nt	-4	-8	nt	nt	nt
